TTR transcr act: TTR transcription activators in neuroblastoma reporter cells, primary screen, cell-based, luminescence, SH-SY5Y, TTR promoter Gaussia luciferase; actives 1.3% (n = 92,000); activation, % at 16.7 µM; 100% = recombinant luciferase protein wells;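 active = activation above the mean of all tested compounds plus 3 SD, cut at about 9.5% in these data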;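 also: cells exposed to compounds for one day before reading; 0% = median of all test compound wells on the plate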
Starred values were filed as active, the others as inactive. An excerpt; rates above refer to the full screens.

SMILES	TTR transcr act
Fc1ccc(Cn2ccc3ccc(-c4ccc5ccn(Cc6ccc(F)cc6F)c5c4)cc32)c(F)c1	-0.4
COc1ccc(C)cc1NC(=O)CSc1nnnn1C1CCCC1	-0.9
COc1ccc(S(=O)(=O)N2CCCCC2)cc1-n1cnnn1	3.4
O=C(c1ccc(C(F)(F)F)cc1)N1CCC(=O)N([C@H](COCc2ccccc2)Cc2ccccc2)CC1	1.7
COc1ccccc1NC(=O)COC(=O)C1CC2C=CC1C2 (stereo unspecified)	-0.2
Cn1c(NCc2cccnc2)nc2cc(-c3ccc(F)cc3)sc2c1=O	-1.7
CCSc1nnc(NC(=O)c2ccc3nc[nH]c3c2)s1	-1.3
CC(C)Cc1nc2oc3c(NCCCN4CCOCC4)ncnc3c2c2c1CCC2	5.4
CCn1c(SCC(=O)c2ccccc2)nnc1-c1ccoc1C	0.4
Cc1cc(OC(C)C(=O)NCCc2c[nH]c3ccccc23)c2c(C)cc(=O)oc2c1 (stereo unspecified)	-1.2
CCCCN(C(=O)CNC(=O)c1ccco1)C(C(=O)NC1CCCCC1)c1cccnc1 (stereo unspecified)	-0.8
CC(C)OCCCN1CN(S(=O)(=O)c2cccs2)c2nc3ccccc3nc21	3.7
Cc1ccccc1OCC(=O)N(Cc1cccs1)C1CCS(=O)(=O)C1 (stereo unspecified)	-2.1
CCc1nnc(N/N=C/c2ccc(N3CCC(C)CC3)c([N+](=O)[O-])c2)n1N	-0.9
CCC1(CC)C(=O)NC(=S)N=C1N	-0.8
CC(C)Cc1nc2c(nnn2Cc2ccccc2F)c(=O)[nH]1	1.1
COc1ccc(CCN(C)C(=O)CNC(=O)Cc2cccc3ccccc23)cc1OC	3.5
CC(C)(C)OC(=O)N1C(=O)[C@](OC(=O)c2ccccc2)(c2ccc(F)cc2)c2ccccc21	21.1*
Cc1cn([C@H]2C[C@H](O)[C@@H](CNC(=O)CNC(=O)CN)O2)c(=O)[nH]c1=O	0.5
COc1ccc(CCNC(=O)C(=O)N/N=C/c2cccs2)cc1OC	-0.9
CCNC(=S)Nc1ccc(Cl)c([N+](=O)[O-])c1	0.5
Cc1ccc(OC(=O)c2sc(Cl)nc2C)cc1C	0.7
CCOc1ncccc1C(=O)Nc1ccc(F)cc1	2.5
COc1ccc(-c2noc(CCC(=O)N3CCN(c4ccc(C(F)(F)F)cc4)CC3)n2)cc1	0.7

The list goes on; the last three above are carried over.
SMILES	TTR transcr act
Cc1ccc(OC(=O)c2sc(Cl)nc2C)cc1C	0.7
CCOc1ncccc1C(=O)Nc1ccc(F)cc1	2.5
COc1ccc(-c2noc(CCC(=O)N3CCN(c4ccc(C(F)(F)F)cc4)CC3)n2)cc1	0.7
CN(C)[C@H]1CCN(c2ccc3c(c2)O[C@H]2CCN(C2)S3(=O)=O)C1	-0.8
Cc1cccn2cc(CCNS(=O)(=O)c3cccc([N+](=O)[O-])c3)nc12	1.1
Cc1ccc2[nH]c(O)c(N=Nc3nc4ccccc4s3)c2c1	-1.4
COc1ccc(N2C(=O)CC(N(CCc3ccccc3)C(=O)/C=C/C(=O)O)C2=O)cc1 (stereo unspecified)	-0.3
O=C(c1ccccc1Sc1c(Cl)cccc1[N+](=O)[O-])N1CCOCC1	-0.6
OC(CNCC1(N2CCCCC2)CCCCC1)COc1ccc(Cl)cc1Cl (stereo unspecified)	2.2
Cc1ccc2[nH]c(C(=O)NN=C3CCCCC3)c(-c3ccccc3)c2c1	1.2
CN(Cc1ccccc1)C(=O)[C@H]1CCC(=O)N1Cc1ccco1	0.0
CN(C(=S)SCc1ccccc1)C1CCS(=O)(=O)C1 (stereo unspecified)	-0.5
CCCn1cnnc1CNC(=O)C1CCC(=O)N(CCc2cccc(F)c2)C1 (stereo unspecified)	0.2
Cc1ccc2c(c1)COc1c3ccc(C(=O)N[C@@H](C)CO)cc3nn1-2	-1.2
CCOc1ccccc1NC(=O)NCc1cccnc1	-1.5
COc1ccc(N/C=C/C(=O)c2ccc3c(c2)OCO3)cc1OC	-2.3
O=c1c2ccccc2sc2ccc(Cl)cc12	-1.4
CCn1c(CN2CCN(CCO)CC2)nc2ccccc21	0.9
CCc1ccc(-n2c(SCC(=O)N3CCC(C(=O)O)CC3)nnc2-c2ccncc2)cc1	2.6
CCOc1ccccc1C(=O)N[C@H](C(=O)NNC(=O)c1cccs1)C(C)C	-0.5
CC1CCCC(C)N1C(=O)CSc1nc2ccccc2s1 (stereo unspecified)	-0.7
CC(C)CCOc1cccc(OCC(=O)NC2CCS(=O)(=O)C2)c1 (stereo unspecified)	0.8
COc1cc(/C=N/NC(=O)C(=O)Nc2ccccn2)ccc1O	-0.5
COc1ccc(N2CC(C(=O)Nc3nnc(SCC(=O)NC4CCCC4)s3)CC2=O)cc1 (stereo unspecified)	4.5
Cc1nc2c(cc1C#N)C(=O)c1ccccc1-2	1.0
COc1cccc(CN2CCNC(=O)C2CC(=O)NCCN2CCOCC2)c1OC (stereo unspecified)	-0.1
COc1ccc(C2CC(c3ccc([N+](=O)[O-])cc3)=NN2C(C)=O)cc1 (stereo unspecified)	1.6
CC(=O)NC1(NC(C)=O)CCN(C)C(c2ccccc2)C1C (stereo unspecified)	14.8*
CCOC(=O)c1oc2ccccc2c1COC(=O)CNC(=O)c1cccc(C)c1	-0.8
CC/C(=C\C(=O)c1ccncc1)Nc1ccc(Br)cc1	1.4
COc1ccc(C(=O)N/N=C/c2ccc(OC)c(CSc3ccccn3)c2)cc1	-0.7
Cc1ccc(C)c(N2CCN(C(=O)Cn3c(=O)[nH]c4ccsc4c3=O)CC2)c1	-1.1
O=C(NC1CC1)C1=C[C@@H](c2coc3ccccc3c2=O)C[C@@H](OCCCCO)O1	1.6
N=c1n(CC(=O)c2ccc([N+](=O)[O-])cc2)c2ccccc2n1Cc1ccc(Cl)cc1	-0.9
COc1ccccc1CNC(=O)COC(=O)Cc1ccsc1	-0.2
N#C/C(=C\c1ccccc1)C(=O)OCC(=O)N1CCCC1	0.3
COc1ccc(/C=N/N2CCN(C)CC2)cc1O	4.2
Cc1cc(C2=NNC(=NC3CC3)SC2)c(C)n1-c1ccccc1	2.8
CC(=O)Nc1ccc(OCC(=O)NCCc2ccc(Cl)cc2)cc1	-0.6
N#CC1=C(SCC(=O)Nc2ccccc2)NC(=O)CC1c1ccc(O)cc1 (stereo unspecified)	-1.9
O=C(NCc1cccnc1)c1ccc(COc2ccc3c(c2)CCC3)o1	-4.6
CC1(C)Cc2c(sc3c2C2=NCCN2C=N3)CS1	1.8
CCN(CC)c1ccc(NC(=O)CSc2nnc3nc(C)cc(C)n23)cc1	0.8
COc1ccc2c(Cl)c(C(=O)N/N=C/c3c(C)[nH]c4ccccc34)sc2c1	-2.0
CC1(C)C2CCC1(CS(=O)(=O)Nc1cccc(S(N)(=O)=O)c1)C(=O)C2 (stereo unspecified)	0.4
COc1ccc(-c2n[nH]c(=S)n2/N=C/C=C/c2ccccc2OC)cc1	-0.2
CC1CCCN(CCOCCSc2ccccc2)C1 (stereo unspecified)	1.3
CCCCCn1c(Sc2ccccc2)nc2c1c(=O)[nH]c(=O)n2C	-2.6
CC(Sc1nc(=O)cc(N)n1CCc1ccccc1)C(=O)NCc1ccccc1 (stereo unspecified)	0.9
O=C1CC(c2ccccc2)=NN1c1nc(-c2ccccc2)cs1	1.0
CCSCCOC(=O)C1=C(C)NC(=O)NC1c1ccc2c(c1)OCO2 (stereo unspecified)	-1.7
CC(=O)c1cc2c(cc1NC(=O)Cn1nc(-c3ccc(F)cc3)ccc1=O)OCO2	1.7
CC1=C(C(=O)OCC(C)C)C(c2ccccc2Cl)NC(=O)N1C (stereo unspecified)	-2.9
C#CCOCCOCCOCCNc1nc(N2CCN(C(=O)Cn3cc(CCCN=C(N)N)nn3)CC2)nc(N2CCN(C(=O)[C@H](Cc3ccc(O)cc3)n3cc(CCO)nn3)CC2)n1	-0.7
CCn1c(C)c(C(C)=O)c(N2CCCC2)nc1=S	-0.4
COC(=O)C(C)N1C(=O)S/C(=C\c2cc(C)n(-c3ccccn3)c2C)C1=O (stereo unspecified)	-1.2
COc1ccc(C2C3=C(CC(C)(C)CC3=O)OC(N)=C2[N+](=O)[O-])cc1 (stereo unspecified)	-1.1
O=C1CCCCCCCN1Cc1ccccc1	-0.6
O=C(CCN1C(=O)c2ccccc2C1=O)N1CCCCCC1	4.9
CCn1nnnc1-c1ccc(OC)c(S(=O)(=O)Nc2ccc(OC)cc2)c1	-0.3
Cc1ccc(N=Nc2[nH]c3ccccc3c2O)cc1	1.2
COc1ccc(OCc2nn3c(-c4cccc(OC)c4)nnc3s2)cc1	2.4
Cc1nnc(NC(=O)CSc2nnc(CC(=O)Nc3ccccc3C)n2C)s1	0.1

Next part:
SMILES	TTR transcr act
CCCN(CCC)C(=O)CSc1nc2ccccc2c(=O)n1C1CCCC1	-3.2
FC(F)(F)c1cc(N2CCN(Cc3ccccc3)CC2)c2ccccc2n1	-1.1
O=C(NCC1CCCO1)c1ccc2c(=O)n(-c3ccccc3)c(=S)[nH]c2c1 (stereo unspecified)	1.8
COc1cccc(C(=O)Nc2cc(NC(=O)c3cccs3)ccc2C)c1OC	-1.5
O=S(=O)(NCc1cccnc1)c1cccn1-c1ncc(C(F)(F)F)cc1Cl	-2.0
Cc1ccccc1NC(=O)C1CCCN1/C=C/C(=O)C(F)(F)F (stereo unspecified)	-0.3
COCCOC(=O)c1c(C)n(C)c2ccc(OC(=O)c3ccccc3F)cc12	3.0
CCc1ccc(NC(=O)CC2C(=O)Nc3c2c(=O)n(C)c(=O)n3C)cc1 (stereo unspecified)	1.7
COC(=O)c1cn(NC(=O)c2ccccc2[N+](=O)[O-])c(=O)c2ccccc12	0.3
NC(=O)CCCn1c(C(=O)c2ccc(Cl)cc2)c2ccc([N+](=O)[O-])cc2[n+]1[O-]	-0.4
COC(=O)c1ccc(-n2c(C)cc(/C=N/n3cnnc3)c2C)cc1	0.7
COc1ccc(NC(=O)CN2C(=O)NC(C)(c3ccccc3)C2=O)c(OC)c1 (stereo unspecified)	0.1

Entries from the list above that contain a Cl atom:
SMILES	TTR transcr act
CCNC(=S)Nc1ccc(Cl)c([N+](=O)[O-])c1	0.5
Cc1ccc(OC(=O)c2sc(Cl)nc2C)cc1C	0.7
O=C(c1ccccc1Sc1c(Cl)cccc1[N+](=O)[O-])N1CCOCC1	-0.6
OC(CNCC1(N2CCCCC2)CCCCC1)COc1ccc(Cl)cc1Cl (stereo unspecified)	2.2
O=c1c2ccccc2sc2ccc(Cl)cc12	-1.4
N=c1n(CC(=O)c2ccc([N+](=O)[O-])cc2)c2ccccc2n1Cc1ccc(Cl)cc1	-0.9
CC(=O)Nc1ccc(OCC(=O)NCCc2ccc(Cl)cc2)cc1	-0.6
COc1ccc2c(Cl)c(C(=O)N/N=C/c3c(C)[nH]c4ccccc34)sc2c1	-2.0
CC1=C(C(=O)OCC(C)C)C(c2ccccc2Cl)NC(=O)N1C (stereo unspecified)	-2.9
O=S(=O)(NCc1cccnc1)c1cccn1-c1ncc(C(F)(F)F)cc1Cl	-2.0
NC(=O)CCCn1c(C(=O)c2ccc(Cl)cc2)c2ccc([N+](=O)[O-])cc2[n+]1[O-]	-0.4

Following part.
SMILES	TTR transcr act
CCOC(=O)c1sc(N)c(C(=O)Nc2ccccc2)c1C	0.0
CCn1c(SCc2nc(-c3ccc(Cl)cc3)no2)nnc1-c1ccco1	-2.0
COc1ccc(CNCC(O)(c2ccccc2)c2ccc(Cl)cc2)cc1 (stereo unspecified)	-2.3
COc1ccc(-n2c(=S)[nH]c3cc(C(=O)NCCCN4CCOCC4)ccc3c2=O)c(OC)c1	-2.2
COc1ccccc1C(=O)N1CCN(c2nc3cc(C)cc(C)c3cc2C#N)CC1	-0.4
c1ccc2c(Nc3ccc4c(c3)OCCO4)c3c(nc2c1)CCC3	-3.2
CCn1c(O)c(N=NC(=S)NCC2CCCO2)c2ccccc21 (stereo unspecified)	0.1
ONC(=Nc1ccccc1Cl)c1ccccc1Cl	6.7
CCOc1ccccc1CNC(=O)C1Cc2cc(S(=O)(=O)N3CCCCC3)ccc2N1C(C)=O (stereo unspecified)	-1.0
C[C@H](CO)N1C[C@H](C)[C@@H](CN(C)S(=O)(=O)c2cccs2)Oc2c(NC(=O)c3ccncc3)cccc2C1=O	-2.5
CCOc1ccc(CCNC(=O)c2nnc(Cc3ccc(F)cc3)o2)cc1OCC	-0.1
CCN(CC)C1=N/C(=C\c2ccco2)C(=O)N1c1ccccc1	0.7
Cc1c(Cl)c(-c2n[nH]c(=S)n2-c2ccc(F)cc2)nn1C	-0.2
CCOC(=O)c1[nH]c2ccccc2c1NC(=O)CCN1CCN(C(=O)OCC)CC1	0.0
O=C1/C(=C\c2ccc(Br)cc2)SC(=S)N1NS(=O)(=O)c1ccccc1	-1.0
Cc1cc(C)c(C(N)=O)c(NCCc2ccccc2)n1	2.4
COc1ccc(N(CC(=O)NC2CCCCCC2)S(=O)(=O)c2ccc(C)cc2)cc1OC	0.5
CCC(C)c1ccc(N(CC(=O)NC(C)(C)C)C(=O)CNC(=O)c2cccs2)cc1 (stereo unspecified)	0.1
Cc1ccc(C)c(N2CCN(C(=O)CN(C)S(=O)(=O)c3cnc[nH]3)CC2)c1	-2.3
CN(Cc1ccccc1Cl)C(=O)CCNC(=O)c1ccco1	0.7
CCOC(=O)c1ccccc1Cc1nc2ccccc2c(=O)[nH]1	1.9
CCn1c(NC(=O)c2ccc(C)cc2)c2ccccc2nc1=O	-4.7
C[C@@H]1CN([C@H](C)CO)C(=O)CCCn2cc(nn2)CO[C@H]1CN(C)C(=O)c1ccncc1	0.4
O=C(Nc1ccc(Cl)c(Cl)c1)N1CCSCC1	-2.2
O=C(N/N=C/c1ccc2ncccc2c1)c1ccco1	-0.6
CC1CC2=C(CC1/C=N/NC(N)=S)C(C)(C)CCC2 (stereo unspecified)	-2.2
